HCMV inh: inhibitors of human cytomegalovirus; actives 4.5% (n = 410,000); HFF cells, HCMV-luciferase reporter, 72 h; hits give low values; AID 1259415; activity change, negative = inhibition, % at 57.5 µM; in the data active = activity change below about -60%; inconclusive = no clear call, values can overlap the other calls; inactive = above about -39%; also: % is scaled to controls: 0 for no effect and ±100 for the full control effect
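Cell-based, HFFs, 1000 cells/well, 16 h 37C; cpds in DMSO + HCMV-luc, MOI 1 PFU/cell; 72 h 37C; OneGlo luminescence after 5 min RT; norm. to buffer vs Salinomycin 10uM.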
Shiga toxin inh: Shiga toxin inhibition. AID 2315. inhibition, % at 38.7 µM. actives 9.2% (n = 290,000). Vero cells, Shiga toxin protein synthesis inhibition reporter; in the data active = inhibition mostly above about 28%, no sharp cut-off; inactive = mostly below about 43%; also: 0% is about no effect
AMA1-RON2 inh: disrupts binding of P. falciparum AMA1 to RON2; Potency, µM (top dose mostly 58.2 µM), without a hit: at the top dose activity change, negative = inhibition, hits mostly inhibitors; AlphaScreen AMA1-biotinylated RON2 peptide binding; actives 0.2% (n = 360,000);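 also: potency is read from the fitted curve at half-maximal effect; 0% = vehicle wells and -100% = peptide control; nearly all actives have a fitted effect of over 45% in size; some results filed as inactive show a strong effect at the top dose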
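AMA1 (3D7) with his tag at 25 nM final met compounds first, then biotinylated RON2 peptide at 25 nM; detection used donor plus acceptor beads, 10 µg/mL apiece, read by AlphaScreen after 30 min at room temperature.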
AmpC no deterg: inhibitors of E. coli AmpC beta-lactamase without detergent | P00811 | actives 0.52% (n = 330,000) | Potency, µM (doses to about 57.1 µM), for the others: at the top dose activity change, negative = inhibition, usual class: inhibitors | AmpC nitrocefin hydrolysis, absorbance 480 nm, 0.0001% Triton | AID 485341;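 also: potency is read from the fitted curve at half-maximal effect; plate controls were no compound for no effect and no enzyme for full effect; nearly all actives have a fitted effect of over 20% in size; some results filed as inactive show a strong effect at the top dose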
Target sequence (P00811 whole entry, looked up): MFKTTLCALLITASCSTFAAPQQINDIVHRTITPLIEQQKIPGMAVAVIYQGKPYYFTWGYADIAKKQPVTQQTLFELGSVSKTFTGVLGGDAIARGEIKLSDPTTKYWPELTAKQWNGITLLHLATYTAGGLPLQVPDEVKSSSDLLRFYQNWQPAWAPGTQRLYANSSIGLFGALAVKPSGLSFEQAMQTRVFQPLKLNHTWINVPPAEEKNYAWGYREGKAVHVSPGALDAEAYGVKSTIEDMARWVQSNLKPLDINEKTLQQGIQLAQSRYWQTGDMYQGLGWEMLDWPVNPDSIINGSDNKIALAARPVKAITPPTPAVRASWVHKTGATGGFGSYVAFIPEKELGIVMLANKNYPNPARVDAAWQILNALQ
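AmpC (5.3 nM in the dispensed reagent) in 20 mM phosphate pH 7.0 with 0.01% (detergent screen) or 0.0001% Triton X-100 was preincubated with compounds for 15 min at room temperature. Nitrocefin was then added from an 800 uM solution, and hydrolysis was followed at 480 nm.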
Cycloheximide cs: counter-screen hit for Shiga toxin inhibitors, cycloheximide | cell reporter, cycloheximide protein synthesis inhibition counterscreen | max response, % | actives 12% (n = 300,000); in the data active = max response mostly above about 13%, no sharp cut-off; inactive = mostly below about 14%; also: read at 38.3 µM for the half of the compounds with a filed dose; 0% is about no effect
AmpC inh detg: blocks E. coli AmpC beta-lactamase in detergent assay. P00811. AmpC hydrolysis of nitrocefin, absorbance 480 nm, 0.01% Triton. Potency, µM (series often up to 114 µM), without a hit: at the top dose activity change, negative = inhibition, hits mostly inhibitors. actives 0.041% (n = 370,000). AID 485294;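 also: potency is read from the fitted curve at half-maximal effect; 0% = no-compound wells and -100% = no-enzyme wells; nearly all actives have a fitted effect of over 25% in size; some results filed as inactive show a strong effect at the top dose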
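20 mM phosphate pH 7.0 + 0.01% (detergent screen) or 0.0001% Triton X-100; 5.3 nM AmpC reagent; cpd preinc 15 min RT; nitrocefin (800 uM stock) to start; A480 q20 s × 4 min; Activity was normalised to no-enzyme and no-compound control wells.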
FBPA Giardia inh: Giardia lamblia aldolase inhibition; A8B2U2; purified Giardia FBPA; Potency, µM (titrated, usually from 59.6 µM), for the others: top-dose activity, negative = inhibition, hits mostly inhibitors; actives 0.71% (n = 290,000); AID 2451; also: potency is read from the fitted curve at half-maximal effect; % is scaled to controls: 0 for no effect and ±100 for the full control effect; nearly all actives have a fitted effect of over 55% in size
Target sequence (A8B2U2 whole entry, looked up): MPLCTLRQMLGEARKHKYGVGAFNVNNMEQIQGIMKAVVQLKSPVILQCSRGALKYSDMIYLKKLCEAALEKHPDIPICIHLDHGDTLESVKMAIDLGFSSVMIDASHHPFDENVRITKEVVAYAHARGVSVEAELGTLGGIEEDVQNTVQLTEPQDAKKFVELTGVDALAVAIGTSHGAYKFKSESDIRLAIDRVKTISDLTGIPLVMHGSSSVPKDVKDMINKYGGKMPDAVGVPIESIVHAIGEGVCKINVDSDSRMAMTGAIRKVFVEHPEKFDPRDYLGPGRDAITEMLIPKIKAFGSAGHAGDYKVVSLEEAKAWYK
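40 nM FBPA preincubated 10 min at RT with compound (up to 57.5 uM final), then substrate plus GAPDH/TPI/NAD/arsenate coupling and diaphorase/resazurin added. Fluorescence read after 20 min at RT, 525/598 nm.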
* hit, by the source's call; u = inconclusive; x = not tested or not shown; & = joins results of further samples; [ ] = dose if it differs, or a comment. Unless noted, calls follow the shape of the dose curve; as a rule, active = well fitted curve in the direction sought with a large enough effect; inconclusive = small, poorly fitted or top-dose-only effect, or another doubt; inactive = no such curve, though single readings can be large; an effect the other way counts as inactive or inconclusive. Outcome played no part in choosing rows, and some 16% of all compounds hit somewhere here.

SMILES	HCMV inh	Shiga toxin inh	AMA1-RON2 inh	AmpC no deterg	Cycloheximide cs	AmpC inh detg	FBPA Giardia inh
O=C1C2CC=C(Cl)CC2C(=O)N1CN(Cc1ccco1)CN1C(=O)C2CC=C(Cl)CC2C1=O (stereo unspecified)	-4	-7	-2%	-5%	-3	-10%	-3%
COc1cc(NS(=O)(=O)c2ccc(Cl)cc2)c(C(=O)O)cc1OC	6	-19	-8%	-8%	-1	u	-7%
COc1ccc(CCC(=O)Nc2ccc(OC)c(S(=O)(=O)N3CCCCC3)c2)cc1OC	-20	x	2%	-11%	x	7%	x
COCC1CCCCN1C(=O)c1ccc2oc(CCCc3ccccc3)nc2c1 (stereo unspecified)	37	61*	-13%	204%[activator]	37*	-2%	5%
O=c1[nH]c2cc3c(cc2cc1CN(CCCO)C(=S)NCc1ccco1)OCO3	-15	12	2%	-5%	-1	1%	2%
COc1ccc(C(=O)Nc2cc3c4c(c2)C(C)C(=O)N4CCC3)c(OC)c1 (stereo unspecified)	29	x	-8%	24%	x	u	x
Cc1cc(OC(=O)c2ccc(S(=O)(=O)N3CCCC3)cc2)c([N+](=O)[O-])c(=O)[nH]1	5	5	14%	-21%	6	u	-6%
COc1ccccc1C/C(N)=N/OC(=O)c1cccc([N+](=O)[O-])c1C	30	21	5%	-20%	15*	-13%	1%
COc1ccc(-c2nnc(SC(C)C(=O)Nc3cccc(Cl)c3)o2)cc1 (stereo unspecified)	129	66*	1%	0%	25	u	-6%
Cc1ccc(NC(=O)CSc2ccc(-c3cccnc3)nn2)cc1Cl	u	25	-2%	-9%	2	2%	-1%
CCOc1ccccc1NS(=O)(=O)c1ccc2oc(=O)ccc2c1	-15	-3	4%	-17%	-3	u	4%
Cc1cccc(C(=O)NCC(=O)OCC(=O)N2CCCCC2)c1	-36	-8	-4%	-19%	4	1%	6%
COC(=O)c1cnc(Nc2cccc(C(F)(F)F)c2)c([N+](=O)[O-])c1	46	-10	-30%	-18%	-2	u	2%
CC(=O)NCCc1nc2cc(NC(=O)c3cccs3)ccc2n1C	-16	23	19%	-25%	22	-1%	-1%
COCCCNS(=O)(=O)c1ccccc1	6	-11	-5%	-9%	-5	u	1%
CC1(C)CC(=O)C2=C(C1)NC(Nc1nc3ccccc3o1)=NC21CCCCC1	64	-5	-5%	-16%	-1	u	9%
O=C1CCC/C1=c1\s/c(=C\c2cccnc2)c(=O)n1-c1ccccc1	-79*	-11	-9%	-8%	-2	-17%	11%
Cc1c(NC(=O)/C(C#N)=C/c2c(Oc3ccccc3)nc3ccccn3c2=O)c(=O)n(-c2ccccc2)n1C	83	6	1%	120%[activator]	-1	u	-11%
CCOc1ccc2nc(NC(=O)CN3CCN(CC)CC3)sc2c1	31	17	-4%	1%	12	-1%	u
COc1ccc(Cc2nnc(SCC(=O)Nc3ccc(N4CCOCC4)cc3)o2)cc1	-36	-9	-14%	4%	-1	u	-1%
CCCCCOC(=O)c1ccc(NC(=O)c2cccc(NC(=O)c3ccccc3C(=O)O)c2)cc1	-6	17	-9%	-21%	2	-6%	-2%
CC(=O)Nc1ccc(S(=O)(=O)N2CC(=O)NC(=O)C2)cc1	-7	-14	27%	-13%	-4	1%	1%
Cc1ccc2c(c1)nnn2C1CCN(C(=O)c2ccccc2F)CC1	-33	36	6%	3%	1	-1%	5%
Fc1ccc(NC(=S)N2CCOCC2)cc1Cl	-26	-4	2%	-2%[2.29 µM]	-1	-5%	1%
CC(NC(=O)c1nn(C)c(=O)c2ccccc12)c1ccccc1 (stereo unspecified)	9	13	-6%	-17%	3	-7%	1%
O=C1NC2(CCCCCC2)C(=O)N1Cc1ccccc1F	-3	-2	-3%	-9%	-2	-1%	11%
Cc1ccc(CSc2nnc(SCC(=O)N/N=C/c3ccccc3OCC(=O)O)s2)cc1	-37	44*	-3%	-21%	21*	-2%	5%
CNCCCCOc1ccccc1Cc1ccccc1	x	14	x	49%	-8	-5%	-6%&-7%
CC/C(=N\NC(=O)c1ccccc1Cl)c1c(O)n(C2CCCCC2)c(=O)[nH]c1=O	-2	12	19%	-52%	14*	1%	x
CS(=O)(=O)N(CC(=O)N1CCN(c2ccc(F)cc2)CC1)c1cccc(Cl)c1	-18	10	3%	67%[activator]	0	2%	-5%
CCOc1ccc2nc(NC(=O)c3ccc(OC)c(S(=O)(=O)N4CCOCC4)c3)sc2c1	17	0	6%	105%[activator]	2	-17%	-10%
Cc1cccc(NC(=O)CN(C)C(=O)c2ccc3ccccc3n2)c1C	11	x	9%	2%	x	-13%	x
CC(=O)c1c(C)[nH]c(C(=O)OC2CCCCC2=O)c1C (stereo unspecified)	135	11	4%	4%	14	u	-6%
Cc1cccc(CC(=O)c2c[nH]c3ccccc23)c1	18	51*	-15%	-20%	17	-5%	1%
Cc1cccc(C(C)C)c1NC(=O)C1CCN(S(=O)(=O)c2ccccc2)CC1	-33	-4	-9%	-14%	1	3%	x
CC(C)CCn1cnc2c1c(=O)n(CC(=O)NC(N)=O)c(=O)n2Cc1ccccc1	-5	7	-10%	17%	-9	0%	-4%
Cc1ccc(-c2cc(-c3ccccc3)cc(-c3ccccc3)[n+]2-c2ccccc2C(=O)O)cc1	-67*	x	-9%	47%	x	u	x
Cc1cc(C)n(CC(=O)NNC(=O)c2ccc(NC(=O)CC#N)cc2)n1	-3	x	73%[activator]	-16%	x	15%	x
CCOc1cc(C)c(S(=O)(=O)N2CCCCC2)cc1C	16	-6	8%	5%	-3	2%	5%
O=C(CN1C(=O)S/C(=C\c2ccccn2)C1=O)Nc1ccccc1	-21	-4	-17%	-29%	2	-11%	x
Cc1ccc(OC(C)C(=O)N=Nc2c(O)[nH]c3ccc([N+](=O)[O-])cc23)cc1 (stereo unspecified)	67	-8	10%	-43%	9	6%	-10%
Cc1[nH]c(=O)[nH]c(=O)c1N(C)C	39	-13	-1%	-9%	4	-6%	5%
CC(C)NS(=O)(=O)c1ccc(OCC(=O)NC2CCCCCC2)cc1	-40	-17	-8%	1%	1	-11%	8%
O=C(CCSc1ccccc1)Nc1ccc(S(=O)(=O)Nc2ncccn2)cc1	u	-10	2%	-15%	2	2%	14%
O=C(O)CC(c1ccc(F)cc1F)N1Cc2ccccc2C1=O (stereo unspecified)	x	-9	2%	-5%	-6	1%	12%
CC(C)SCCCCOc1ccc2ccccc2c1	42	33	21%	-7%	39*	-11%	6%
CCOC(=O)C(CCCCCCC(NC(C)=O)(C(=O)OCC)C(=O)OCC)(NC(C)=O)C(=O)OCC	1	-6	2%	51%	6	-9%	6%
O=C1CN(C(=O)NCCC(=O)NC2CCCCC2)c2ccccc2N1	-17	-3	-5%	-10%	-1	-1%	x

Record cards (already shown):
Entry for `CC(C)SCCCCOc1ccc2ccccc2c1` = HCMV inh = 42; Shiga toxin inh = 33; AMA1-RON2 inh = 21%; AmpC no deterg = -7%; Cycloheximide cs = 39*; AmpC inh detg = -11%; FBPA Giardia inh = 6%
Entry for `CC(C)NS(=O)(=O)c1ccc(OCC(=O)NC2CCCCCC2)cc1` = HCMV inh = -40; Shiga toxin inh = -17; AMA1-RON2 inh = -8%; AmpC no deterg = 1%; Cycloheximide cs = 1; AmpC inh detg = -11%; FBPA Giardia inh = 8%

The listing continues.
SMILES	HCMV inh	Shiga toxin inh	AMA1-RON2 inh	AmpC no deterg	Cycloheximide cs	AmpC inh detg	FBPA Giardia inh
Nc1ccccc1NC(=O)NC(=O)c1ccccc1	72	x	-9%	-13%	41*	-13%	6%
CCN(CC)S(=O)(=O)c1ccc(N2Cc3ccccc3C2=N)cc1	-23	-11	0%	-18%	8	0%	5%
COc1ccc(CCNC(=O)COc2ncnc3ccccc23)cc1OC	u	-5	5%	-3%	-1	-7%	-3%
Cc1ccc(Cn2c(CN3CCOCC3)nc3c2c(=O)n(C)c(=O)n3C)cc1	-15	-1	-2%	30%	7	-9%	3%
O=C(O)Cn1c(-c2cscn2)nc2ccccc21	68	3	38%[activator]	-2%	-1	u	-3%
COc1cc(C)c(S(=O)(=O)N2CCOCC2)cc1C(C)C	-16	-14	10%	31%	-1	-1%	-11%
CC(=O)c1ccc(S(=O)(=O)NC2CC(=O)N(c3cccc(F)c3)C2)cc1 (stereo unspecified)	-5	x	3%	u	x	-14%	x
O=C(O)CSc1ncnc2c1oc1ccccc12	-27	-21	4%	-8%	-2	5%	10%
O=C(C1CCN(S(=O)(=O)c2ccccc2)CC1)N1CCc2ccccc21	24	-14	15%	-16%	-3	-6%	x
CN1CCN(NC(=O)Nc2cccc(Cl)c2Cl)CC1	-17	-3	-4%	-6%	-2	-4%	-1%
COc1cc2[nH]c(=O)n(-c3ccccc3)c(=O)c2cc1OC	2	4	-5%	-13%	-2	u	5%
Cc1nnc(SCC2=C(C(=O)O)N3C(=O)C(NC(=O)c4cccc(F)c4F)C3SC2)s1 (stereo unspecified)	27	-10	53%[activator]	-17%	13	2%	14µM*
O=C(NC(CO)Cc1ccc([N+](=O)[O-])cc1)C(Cl)Cl (stereo unspecified)	x	-2	-17%	-22%	-2	-8%	5%
COc1cccc(NC(=O)CN(C)C(=O)c2cccc(S(=O)(=O)Nc3ccc(C)cc3)c2)c1	-22	x	4%	-29%	x	0%	x
O=C(COc1cccc(NC(=O)c2cccc([N+](=O)[O-])c2)c1)c1ccc(F)cc1	12	12	-7%	-52%	-1	-5%	-12%
COc1ccc(N2CC(C(=O)N[C@@H](C)C(=O)NCc3ccccc3OC)CC2=O)cc1 (stereo partly specified)	7	-12	-8%	5%	6	-10%	x
C=C1C(=O)O[C@H]2C[C@]3(C)C([C@@H](OC(=O)/C(C)=C/C)[C@H]12)[C@](C)(O)CC[C@H]3O (stereo partly specified)	-39	34	0%	-1%	30*	-14%	13%
O=C(N/N=C/C=C\c1ccccc1)c1cnccn1	57	38	-15%	-11%	10	-14%	-5%
O=C(CN(CC1CCCO1)C(=O)CCC(=O)Nc1ccccn1)NCC1CCCO1 (stereo unspecified)	48	-8	-4%	-4%	-1	0%	1%
CC1CCCN(C(C(=O)Nc2ccc3c(c2)OCO3)c2ccccc2)C1 (stereo unspecified)	10	14	-13%	-21%	1	u	5%
CSCCC1NC(=O)N(CC(=O)Nc2ccc3c(c2)OCCO3)C1=O (stereo unspecified)	0	x	0%	-11%	x	x	x
COc1cc(C=O)ccc1OCc1ccc(Cl)nc1	110	66*	3%	-6%	41*	5%	-13%
CC(C)CCC1(CN2CCCC2=O)C(=O)NC(=O)NC1=O	47	-5	1%	-24%	-2	-9%	4%
O=C(NC1CCCCCC1)C1CCC(CNS(=O)(=O)c2ccc(Br)s2)CC1 (stereo unspecified)	-4	3	3%	-36%	-6	-11%	0%

Screens (PubChem)
